Screens (PubChem)
SENP7 inh = inhibitors of human SENP7 protease; Q9BQF6; recombinant SENP7, Z-RLRGG-aminoluciferin luminescence, 40 min; inhibition, % at 5 µM; 330,000 tested, 1.5% active;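 active = inhibition above about 50% at the single test dose, limit read from the data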;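 also: plate controls were DMSO with enzyme for no effect and no enzyme buffer wells for full effect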
Target sequence (Q9BQF6 706-1050 limits assumed): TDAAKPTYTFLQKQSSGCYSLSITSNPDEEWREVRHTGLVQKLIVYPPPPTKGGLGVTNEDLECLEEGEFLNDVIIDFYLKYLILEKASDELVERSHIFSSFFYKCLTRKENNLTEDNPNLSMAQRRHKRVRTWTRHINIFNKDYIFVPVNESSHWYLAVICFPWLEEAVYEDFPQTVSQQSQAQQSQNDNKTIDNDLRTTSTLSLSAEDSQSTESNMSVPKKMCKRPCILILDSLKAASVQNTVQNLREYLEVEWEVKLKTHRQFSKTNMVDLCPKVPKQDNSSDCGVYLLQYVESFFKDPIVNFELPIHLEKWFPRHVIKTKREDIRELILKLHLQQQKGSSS
PfGluPho inh = PfG6PD (Plasmodium falciparum) enzyme inhibition; 350,000 tested, 0.78% active; inhibition, % at 20 µM; PfGluPho enzyme, NADPH resazurin-diaphorase fluorescence;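 active = inhibition reaching at least a set limit at 20 µM in the primary screen, cut at about 59% in these data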;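 also: 0% = DMSO wells with substrate and 100% = DMSO wells lacking glucose-6-phosphate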
SENP8 block-1 = inhibitors of human SENP8 protease | recombinant SENP8, Nedd8 substrate fluorescence | inhibition, % at 20 µM | 360,000 tested, 0.64% active | AID 602440; in the data active = inhibition mostly above about 40%, no sharp cut-off; inactive = mostly below about 27%
Target sequence (Q96LD8 whole entry, looked up): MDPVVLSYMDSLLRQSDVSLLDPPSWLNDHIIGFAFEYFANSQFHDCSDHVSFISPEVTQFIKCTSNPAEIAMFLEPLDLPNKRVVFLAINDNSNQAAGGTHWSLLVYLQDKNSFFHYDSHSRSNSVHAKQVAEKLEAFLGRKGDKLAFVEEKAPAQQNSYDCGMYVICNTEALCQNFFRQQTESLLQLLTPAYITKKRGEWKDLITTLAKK
Apaf-1 inh = inhibitors of human Apaf-1 apoptosome; O14727; 330,000 tested, 0.71% active; inhibition, % at 20 µM; reconstituted apoptosome caspase-3 activity, DEVD-Rh110 fluorescence; AID 489030; active = inhibition of at least 40% at 20 µM;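 also: plate controls were DMSO wells for no effect and DEVD-CHO caspase inhibitor wells for full effect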
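Material: reconstituted apoptosome with Apaf-1, cytochrome c, caspase-9, procaspase-3, dATP; medium: pH 7.5 Hepes buffer with CHAPS, BSA, DTT; also added: cytochrome c and DEVD-Rh110 substrate; timing: 30 min plus 50 min, RT; signal: Rh110 fluorescence intensity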
SENP6 block = blocks the human protease SENP6; 330,000 tested, 1.8% active; Q9GZR1; Recombinant SENP6 catalytic domain, aminoluciferin luminescence; AID 2599; inhibition, % at 10 µM;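 active = inhibition above about 50% at the single tested dose, limit read from the data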;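 also: plate controls were DMSO wells with enzyme for no effect and DMSO wells lacking enzyme for full effect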
HKDC1 inh = HKDC1 (human) hexokinase inhibition | recombinant HKDC1, G6PDH/diaphorase resazurin coupled fluorescence | AID 493160 | inhibition, % at 20 µM | 340,000 tested, 0.16% active;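 active = inhibition above about 35% when tested at 20 µM, limit read from the data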;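 also: plate controls were DMSO wells with enzyme for no effect and DMSO wells lacking enzyme for full effect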
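Test system: recombinant HKDC1 (HK5) hexokinase enzyme, produced in-house / Doses: 20 µM test compound, 1% DMSO / Timing: 90 min, room temperature / Detection: G6PDH/diaphorase-coupled fluorescence, 1 mM NADP, 100 µM resazurin, 525/613 nm / Control set: DMSO wells with and without enzyme mix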
SENP1 inh = SENP1 (human) catalytic domain inhibition; Q9P0U3; recombinant SENP1 catalytic domain, CyPet-SUMO1-YPet FRET cleavage; inhibition, % at 10 µM; 360,000 tested, 0.21% active; AID 624204;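 active = inhibition at least 30% at 10 µM, raw YFP signal under a set limit, fluorescence ratio 0.5 to 1.5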;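 also: 0% = enzyme with DMSO and 100% = no enzyme wells; some results filed as inactive read as strong as hits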
Target sequence (Q9P0U3 419-644 limits assumed): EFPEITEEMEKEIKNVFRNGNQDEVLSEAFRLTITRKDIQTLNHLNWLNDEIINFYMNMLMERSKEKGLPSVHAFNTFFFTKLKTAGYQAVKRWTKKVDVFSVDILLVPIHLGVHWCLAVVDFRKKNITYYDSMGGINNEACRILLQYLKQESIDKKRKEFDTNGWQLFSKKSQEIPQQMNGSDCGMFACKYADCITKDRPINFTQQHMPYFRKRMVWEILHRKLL
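Test system: human SENP1 catalytic domain; medium: Tris pH 8 buffer plus EDTA, NaCl, BME, BSA, NP40, catalase; incubation: 50 min reaction at room temperature; technique: FRET, CFP and YFP emission; controls: no-enzyme low control and enzyme-plus-DMSO high control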
SENP8 block-2 = blocks the human protease SENP8; AID 2540; purified SENP8, Z-RLRGG-aminoluciferin cleavage, luminescence; Q96LD8; inhibition, % at 10 µM; 330,000 tested, 1.2% active; in the data active = inhibition above about 50%
* marks the source's active call; other numbers are inactive results.

How did Cc1ccc(Cn2ccsc2=NC(=O)COC(=O)c2ccc(O)cc2O)cc1 do in these assays?
SENP7 inh: 23; PfGluPho inh: -2; SENP8 block-1: -3; Apaf-1 inh: 11; SENP6 block: 74*; HKDC1 inh: -3; SENP1 inh: -1; SENP8 block-2: 41

How did O=C(COC(=O)c1cc[n+]([O-])cc1)Nc1ccc2c(c1)OCCO2 do in these assays?
SENP7 inh: -6; PfGluPho inh: -12; SENP8 block-1: 5; Apaf-1 inh: -13; SENP6 block: -2; HKDC1 inh: 2; SENP1 inh: -1; SENP8 block-2: -5

What do the screens show for `Cc1ccc(C)n1-c1cccc(C(=O)O)c1`?
SENP7 inh: 8; Apaf-1 inh: 18; SENP6 block: -95; SENP8 block-2: 2

Results for COc1ccc(Cl)cc1C(=O)Nn1c(C)nc2ccccc2c1=O ?
SENP7 inh: 0; PfGluPho inh: 10; SENP8 block-1: 7; Apaf-1 inh: -10; SENP6 block: -29; HKDC1 inh: -4; SENP1 inh: 4; SENP8 block-2: 0

Results for COc1ccc2ccccc2c1/C=N/NC(=O)c1nnn(-c2nonc2N)c1CN(C)C ?
SENP7 inh: 8; PfGluPho inh: 0; SENP8 block-1: -29; Apaf-1 inh: 2; SENP6 block: 4; HKDC1 inh: 1; SENP1 inh: -2; SENP8 block-2: -8

What do the screens show for `Cn1c(-c2ccc[nH]c2=O)nc2cc(Cl)ccc21`?
SENP7 inh: 2; PfGluPho inh: 14; SENP8 block-1: -292; Apaf-1 inh: 0; SENP6 block: -3; HKDC1 inh: -8; SENP1 inh: 1; SENP8 block-2: -2

Results for Cc1cccc(CSc2nc(N)c(C#N)c(-c3cccs3)c2C#N)c1 ?
SENP7 inh: -2; PfGluPho inh: 15; SENP8 block-1: -71; Apaf-1 inh: 8; SENP6 block: 1; HKDC1 inh: 5; SENP1 inh: -9; SENP8 block-2: 2

What do the screens show for `O=C(CNS(=O)(=O)c1cccs1)NCCc1ccc(Cl)cc1`?
SENP7 inh: 0; PfGluPho inh: -1; SENP8 block-1: -1; Apaf-1 inh: 5; SENP6 block: -18; HKDC1 inh: -1; SENP1 inh: 3; SENP8 block-2: 2

What do the screens show for `COc1ccc(-c2nnc(NC(=O)CSc3ccccc3)s2)cc1OC`?
SENP7 inh: -6; PfGluPho inh: -4; SENP8 block-1: -408; Apaf-1 inh: -9; SENP6 block: 0; HKDC1 inh: -10; SENP1 inh: 3; SENP8 block-2: -7

Results for CC1CCCCC1NC(=O)CN1C(=O)c2ccccc2S1(=O)=O (configuration not stated) ?
SENP7 inh: -4; PfGluPho inh: 0; SENP8 block-1: 3; Apaf-1 inh: -8; SENP6 block: -37; HKDC1 inh: -7; SENP1 inh: 0; SENP8 block-2: -9

What do the screens show for `CCn1c(SCc2ccccc2)nc2c1c(=O)[nH]c(=O)n2C`?
SENP7 inh: 0; PfGluPho inh: 17; SENP8 block-1: 12; Apaf-1 inh: -16; SENP6 block: 18; HKDC1 inh: -2; SENP1 inh: 0; SENP8 block-2: -3

Results for Cc1nnc(OCC(=O)NCCC2=CCCCC2)c2ccccc12 ?
SENP7 inh: 7; PfGluPho inh: 5; SENP8 block-1: 6; Apaf-1 inh: -7; SENP6 block: 13; HKDC1 inh: -11; SENP1 inh: 1; SENP8 block-2: -7

How did COc1ccc(NC(=O)NCc2cccnc2)c(OC)c1 do in these assays?
SENP7 inh: 10; PfGluPho inh: -10; SENP8 block-1: 9; Apaf-1 inh: 3; SENP6 block: -10; HKDC1 inh: -2; SENP1 inh: 1; SENP8 block-2: -9

Results for Cc1ccc(C(=O)Nc2c(N)nc(SCC(=O)NCC3CCCO3)[nH]c2=O)cc1 (configuration not stated) ?
SENP7 inh: 14; PfGluPho inh: -13; SENP8 block-1: -5; Apaf-1 inh: -2; SENP6 block: 3; HKDC1 inh: -5; SENP1 inh: 1; SENP8 block-2: 4

How did O=C(C1CCN(C2CCN(Cc3cccc4c3OCO4)CC2)CC1)N1CCOCC1 do in these assays?
SENP7 inh: -2; PfGluPho inh: -7; SENP8 block-1: 8; Apaf-1 inh: -16; SENP6 block: 12; HKDC1 inh: -1; SENP1 inh: -1; SENP8 block-2: 8

What do the screens show for `Clc1ccccc1OCCn1cnc2ccccc21`?
SENP7 inh: 38; PfGluPho inh: 5; SENP8 block-1: 9; Apaf-1 inh: -2; SENP6 block: 14; HKDC1 inh: -2; SENP1 inh: 3; SENP8 block-2: 3

How did COc1cc(NC(=O)c2ccccc2)c(C)cc1NC(=O)CC(CC(=O)O)c1ccccc1 (configuration not stated) do in these assays?
SENP7 inh: 2; PfGluPho inh: -25; SENP8 block-1: 5; Apaf-1 inh: -1; SENP6 block: -17; HKDC1 inh: 0; SENP1 inh: 2; SENP8 block-2: -4

What do the screens show for `O=C(C1=C[C@@H](c2ccccc2)C[C@@H](OCc2ccc(CO)cc2)O1)N1CCOCC1`?
SENP7 inh: 0; PfGluPho inh: 6; SENP8 block-1: 17; Apaf-1 inh: 1; SENP6 block: -14; HKDC1 inh: -4; SENP1 inh: 1; SENP8 block-2: -4

Results for Cc1ccc(/C=N/n2cnc3sc(-c4ccccc4)cc3c2=O)o1 ?
SENP7 inh: -6; PfGluPho inh: 4; SENP8 block-1: 11; Apaf-1 inh: 17; SENP6 block: 1; HKDC1 inh: -1; SENP1 inh: -1; SENP8 block-2: -22

Results for CC(C)C[C@H](NC(=O)c1[nH]cnc1C(=O)Nc1ccccc1)C(=O)OC(C)(C)C ?
SENP7 inh: -3; PfGluPho inh: 12; SENP8 block-1: 20; Apaf-1 inh: 27; SENP6 block: 0; HKDC1 inh: 5; SENP1 inh: 0; SENP8 block-2: -2

What do the screens show for `O=C(Nc1ccc(N2CCOCC2)cc1)c1ccc2c(c1)OCO2`?
SENP7 inh: 17; PfGluPho inh: 6; SENP8 block-1: 2; Apaf-1 inh: -2; SENP6 block: 25; HKDC1 inh: -10; SENP1 inh: 2; SENP8 block-2: 12

Results for COC(=O)C(Cc1ccc(O)cc1)NC(=O)CCc1nc2ccccc2s1 (configuration not stated) ?
SENP7 inh: -6; PfGluPho inh: -9; SENP8 block-1: 10; Apaf-1 inh: 4; SENP6 block: -22; HKDC1 inh: -2; SENP1 inh: 1; SENP8 block-2: -1

Results for CN(C)S(=O)(=O)c1cccc(NC(=S)NNC(=O)c2cc3ccccc3cc2O)c1 ?
SENP7 inh: 9; PfGluPho inh: -34; SENP8 block-1: -80; Apaf-1 inh: -19; SENP6 block: 6; HKDC1 inh: -34; SENP1 inh: -10; SENP8 block-2: -2

What do the screens show for `CCCCCn1c(=O)[nH]c2cc(C(=O)NCCN3CCOCC3)ccc2c1=O`?
SENP7 inh: -5; PfGluPho inh: 10; SENP8 block-1: -128; Apaf-1 inh: 10; SENP6 block: -10; HKDC1 inh: -2; SENP1 inh: -1; SENP8 block-2: -4

How did CCC(C)NC(=O)Cn1nc([N+](=O)[O-])c(Cl)c1C (configuration not stated) do in these assays?
SENP7 inh: 4; PfGluPho inh: 0; SENP8 block-1: 8; Apaf-1 inh: -2; SENP6 block: 0; HKDC1 inh: -5; SENP1 inh: 1; SENP8 block-2: -3

What do the screens show for `CC(C)[C@H](NC(=O)N1CC(=O)Nc2ccccc21)C(=O)N[C@@H](Cc1ccccc1)C(=O)O`?
SENP7 inh: 4; PfGluPho inh: 9; SENP8 block-1: 23; Apaf-1 inh: -13; SENP6 block: -5; HKDC1 inh: -4; SENP1 inh: 0; SENP8 block-2: -3

Results for CN1C(=O)C(C)(C)c2cc(S(=O)(=O)NCc3ccc(Cl)cc3)ccc21 ?
SENP7 inh: -12; PfGluPho inh: 19; SENP8 block-1: 4; Apaf-1 inh: 3; SENP6 block: -12; HKDC1 inh: -4; SENP1 inh: 1; SENP8 block-2: -6

How did Cc1ccc(S(=O)(=O)N2CCOCC2)cc1NC(=O)CN(C)C1CCS(=O)(=O)C1 (configuration not stated) do in these assays?
SENP7 inh: 5; PfGluPho inh: -7; SENP8 block-1: 23; Apaf-1 inh: 2; SENP6 block: 9; HKDC1 inh: 1; SENP1 inh: 1; SENP8 block-2: -5

How did Cc1ccc(C(=O)/C=C/c2ccco2)c(O)c1 do in these assays?
SENP7 inh: 5; PfGluPho inh: 14; SENP8 block-1: 18; Apaf-1 inh: 12; SENP6 block: 18; HKDC1 inh: 10; SENP1 inh: -6; SENP8 block-2: 12

Results for CN(CC(=O)N1CCCCCC1)S(=O)(=O)c1ccccc1 ?
SENP7 inh: -5; PfGluPho inh: 0; SENP8 block-1: 12; Apaf-1 inh: -2; SENP6 block: -17; HKDC1 inh: -2; SENP1 inh: 0; SENP8 block-2: 5

Results for CCCC1Cc2c(sc3nc(SC)nc(N)c23)CO1 (configuration not stated) ?
SENP7 inh: 1; PfGluPho inh: -15; SENP8 block-1: 18; Apaf-1 inh: 10; SENP6 block: -4; HKDC1 inh: 4; SENP1 inh: -2; SENP8 block-2: -4

Results for CCC(C)c1ccc(NC(=S)NCc2cccs2)cc1 (configuration not stated) ?
SENP7 inh: -2; PfGluPho inh: -14; SENP8 block-1: 5; Apaf-1 inh: 11; SENP6 block: -4; HKDC1 inh: -1; SENP1 inh: -1; SENP8 block-2: -5

How did COc1ccc(C2c3ccc(O)cc3Oc3ncn(Cc4ccccc4)c(=N)c32)cc1OC (configuration not stated) do in these assays?
SENP7 inh: -1; PfGluPho inh: 7; SENP8 block-1: -57; Apaf-1 inh: -7; SENP6 block: -3; HKDC1 inh: -7; SENP1 inh: -31; SENP8 block-2: 1

How did COc1cc(/C=N/NC(=O)C2CCN(CC(O)COCc3ccccc3)CC2)cc(OC)c1OC (configuration not stated) do in these assays?
SENP7 inh: -4; PfGluPho inh: -2; SENP8 block-1: 26; Apaf-1 inh: -1; SENP6 block: -8; HKDC1 inh: -5; SENP1 inh: 1; SENP8 block-2: 5

Results for CCOC(=O)C=C(C(=O)OCC)C(=O)OCC ?
PfGluPho inh: -16; SENP8 block-1: 6; HKDC1 inh: -3; SENP1 inh: 0

How did Cc1cc(=O)oc2c(C)c(OC(C)C(=O)NCCN3CCOCC3)ccc12 (configuration not stated) do in these assays?
SENP7 inh: -1; PfGluPho inh: -1; SENP8 block-1: -135; Apaf-1 inh: -6; SENP6 block: -8; HKDC1 inh: 0; SENP1 inh: 2; SENP8 block-2: 8

Results for CCOC(=O)c1c(C)c(C(=O)Nc2ccc3c(c2)OCCO3)c(C)n1CC ?
PfGluPho inh: 29; SENP8 block-1: 13; HKDC1 inh: -5; SENP1 inh: 1

Results for COc1ccc(C(=O)NNC(=O)c2cc3cc(OC)ccc3oc2=O)cc1 ?
SENP7 inh: 9; PfGluPho inh: -2; SENP8 block-1: -344; Apaf-1 inh: -8; SENP6 block: 5; HKDC1 inh: -1; SENP1 inh: -65; SENP8 block-2: 1

What do the screens show for `O=C1CCN(C(=O)c2cccs2)c2ccccc21`?
SENP7 inh: -3; PfGluPho inh: -3; SENP8 block-1: 7; Apaf-1 inh: -3; SENP6 block: -1; HKDC1 inh: -4; SENP1 inh: 0; SENP8 block-2: -4

Results for COc1cc(/C=N/NC(=O)c2ccccc2O)ccc1OC(=O)CC1SC(=O)NC1=O (configuration not stated) ?
SENP7 inh: 6; PfGluPho inh: -7; SENP8 block-1: -433; Apaf-1 inh: -12; SENP6 block: 0; HKDC1 inh: 2; SENP1 inh: -1; SENP8 block-2: 3

Random draw from the library. About 3.6% of those tested had a hit in this group.
